NALP3 yeast inh – blocks the NALP3 inflammasome reconstituted in yeast | Yeast reconstituted NLRP3/ASC/caspase-1, beta-gal luminescence, 24 h | inhibition, % at 10 µM | 0.39% of 330,000 active | AID 2825;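 active means inhibition of 50% or more; inactive means inhibition below 50%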;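 further: plate controls were induced DMSO wells for no effect and uninduced yeast grown without galactose for full effect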
APJ ag – APJ receptor agonism. AID 2520. CHO-K1 APJ PathHunter beta-arrestin, luminescence; 0% DMSO wells, 100% apelin. activation, % at 20 µM. P35414. 0.11% of 330,000 active;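 active means activation more than six SD over the plate average, tested at 20 µM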;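 further: 0% = DMSO alone and 100% = apelin-13 at 10 nM; some results filed as inactive read as strong as hits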
Target sequence (P35414 whole entry, looked up): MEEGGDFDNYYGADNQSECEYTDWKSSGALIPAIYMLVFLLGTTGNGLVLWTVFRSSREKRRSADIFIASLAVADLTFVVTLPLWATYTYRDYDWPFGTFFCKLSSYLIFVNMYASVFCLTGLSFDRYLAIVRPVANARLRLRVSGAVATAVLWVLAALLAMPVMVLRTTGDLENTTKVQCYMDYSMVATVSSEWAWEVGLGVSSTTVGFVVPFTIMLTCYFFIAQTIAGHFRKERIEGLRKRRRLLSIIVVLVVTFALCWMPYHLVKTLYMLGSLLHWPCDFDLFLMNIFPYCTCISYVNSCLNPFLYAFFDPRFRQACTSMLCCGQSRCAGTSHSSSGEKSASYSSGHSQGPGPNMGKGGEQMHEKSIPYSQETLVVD
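assay system = CHO-K1 APJ beta-arrestin complementation cell line | input = cell density 1000 per well | dosing = compound 20 µM once, DMSO 1% | timing = compound 90 min 25 °C, reagent 1 h | measured by = luminescence from split beta-galactosidase complementation, Galacton Star/Emerald II substrate | read-out basis = APJ agonist activity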
APJ antag – blocks the human apelin receptor APJ; P35414; CHO-K1 APJ beta-arrestin complementation, luminescence; inhibition, % at 20 µM; 0.32% of 330,000 active; AID 2521;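 active means inhibition above about 40% at 20 µM, limit read from the data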;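 further: cells challenged with 10 nM apelin-13 agonist together with compound; plate controls were apelin-13 plus DMSO wells for no effect and DMSO wells lacking apelin-13 for full effect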
TIM10 inh – TIM10 yeast growth inhibition | S. cerevisiae TIM10 strain growth, BacTiter-Glo luminescence, 24 h | inhibition, % at 10 µM | 1.4% of 330,000 active;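 active means inhibition of 40% or more at the single tested concentration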;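 further: wild-type TIM10 isogenic control strain grown at permissive 25 °C; 0% = DMSO yeast wells and 100% = minimal medium wells without yeast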
tim10-1 inh – inhibits growth of tim10-1 mutant yeast. S. cerevisiae tim10-1 ts strain growth, BacTiter-Glo, 24 h. inhibition, % at 20 µM. 2.2% of 330,000 active;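 active means inhibition of at least 40%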;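 further: mutant grown at 25 °C; 0% = DMSO wells with yeast and 100% = wells holding no yeast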
tim23-1 inh – tim23-1 yeast growth inhibition | S. cerevisiae tim23-1 growth, BacTiter-Glo luminescence, 24 h | inhibition, % at 20 µM | 1.3% of 330,000 active | AID 463212;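 active means growth inhibition of the mutant yeast at or above 50%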;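 further: temperature-sensitive mutant grown at 25 °C; plate controls were DMSO-treated mutant yeast for no effect and medium wells lacking yeast for full effect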
MIN6 prolif – MIN6 beta-cell proliferation induction; AID 2380; 0.29% of 330,000 active; MIN6 cells proliferation, ATPlite luminescence, 48 h; cells starved in 0.2% serum; 100% = growth in 10% serum; proliferation, % at 10 µM;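 active means compounds whose signal lies at least 3.5 SD above the mean of all wells on their plate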;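 further: 0% = DMSO-treated cells in low-serum medium and 100% = 10% serum control; some compounds called inactive have numbers as strong as hits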
MPTP block – permeability transition pore inhibition; isolated mouse mitochondria, Ca2+ swelling absorbance, 30 min; inhibition, % at 10 µM; 1.4% of 360,000 active; AID 602449;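 active means inhibition of 50% or more, scaled per plate between neutral and stimulator controls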;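 further: 0% = DMSO wells given calcium and 100% = 1 mM EGTA wells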
NR3A LBD binder – modulates the human NR3A ligand-binding domain. AID 1259313. 2.5% of 340,000 active. Tm shift relative to glycine control, % at 25 µM. NR3A LBD differential scanning fluorimetry, Tm shift; 0% = protein alone, 100% = glycine-bound protein;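 active means melting temperature shift of at least 10% of the positive control shift, at one fixed dose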
An asterisk follows results filed as active; nt = not tested or not shown.

1	COC(=O)c1c(NC(=O)CSc2nncs2)sc2c1CCCCC2
2	O=C(Nc1ccccc1)c1ccc(-c2ccccc2)s1
3	CS(=O)(=O)NCCCCNc1ccc(C(F)(F)F)cc1[N+](=O)[O-]
4	O=C(NCCN1CCN(c2ccccc2)CC1)Nc1ccc(Cl)cc1
5	O=C(NCCn1cccc1)c1cccc2ccccc12
6	Cc1ccc(C23CC4CC(CC(NC(=O)NCCN(C)C)(C4)C2)C3)cc1
7	COc1ccccc1-c1noc(CCCC(=O)Nc2ccc(C(N)=O)cc2)n1
8	Cc1ccc(N/N=C/C=C/c2ccco2)cc1
entry no.	1	2	3	4	5	6	7	8
NALP3 yeast inh	21	20	13	14	13	8	6	13
APJ ag	-8	-2	-5	-4	-6	3	-4	5
APJ antag	5	-2	2	13	19	20	4	-14
TIM10 inh	44*	5	24	22	-13	15	-2	17
tim10-1 inh	28	-28	27	6	-2	13	-3	8
tim23-1 inh	53*	4	19	1	-6	17	-8	31
MIN6 prolif	-3	-3	-1	1	-2	0	-3	-3
MPTP block	0.8	1.5	1.1	-0.3	-0.4	1.5	1.8	5.5
NR3A LBD binder	-11	14*	3	-8	-4	-1	0	6

9	CCCC(=O)Nc1ccc(S(=O)(=O)N2CCC(c3nc4ccccc4[nH]3)CC2)cc1
10	CCOc1ccc(/C(O)=C2\C(=O)C(=O)N(CCOCCO)C2c2ccccc2OC)cc1 (stereo not drawn)
11	O=C(COc1ccc2c(c1)OCO2)Nc1ccc2c(c1)oc1ccccc12
12	COc1cc(N2C(=O)CC3(CCCC3)CC2=O)cc(OC)c1OC
13	COC(=O)Nc1ccc(S(=O)(=O)N2CCC(C(=O)N3CCCCC3C)CC2)cc1 (stereo not drawn)
14	CC(C)n1nc(C(=O)Nc2nc3ccccc3[nH]2)c2ccccc2c1=O
15	Cc1ccccc1CNC(=O)Cn1cnc(S(=O)(=O)N2CCCC2)c1
16	Cc1ccccc1-c1noc(C2CCCCC2)n1
entry no.	9	10	11	12	13	14	15	16
NALP3 yeast inh	-2	4	-22	4	4	22	19	-12
APJ ag	7	-4	1	-2	-3	-3	2	-3
APJ antag	5	11	-2	22	5	11	7	2
TIM10 inh	-5	-6	-9	31	-3	27	1	7
tim10-1 inh	-13	34	-31	11	-6	31	-12	13
tim23-1 inh	4	11	-18	14	1	34	0	3
MIN6 prolif	-2	4	-2	2	-1	0	0	0
MPTP block	-1.2	-1.4	-2.8	0.4	-1.5	3.8	0.9	0.2
NR3A LBD binder	1	0	5	1	-3	1	2	3

17	S=c1[nH]nc(CSCCOc2ccccc2)o1
18	Oc1cc2c(cc1CN1CCN(c3ncccn3)CC1)OCO2
19	CC1CN(CC(=O)Nc2ccc([N+](=O)[O-])cc2Br)CC(C)O1 (stereo not drawn)
20	COc1ccc(-c2csc3ncnc(N4CCN(c5ccccc5OC)CC4)c23)cc1
21	COc1cc(C)nc(NC(=S)N(C)C(=O)c2ccccc2)n1
22	O=C(COc1ncnc2cc([N+](=O)[O-])ccc12)N(CCc1ccccc1)Cc1ccccc1
23	CCOC(=O)c1cc2ccccc2n1CC(=O)c1ccccc1
24	COc1ccccc1C(=O)Nc1ccnn1C1CCN(C)CC1
entry no.	17	18	19	20	21	22	23	24
NALP3 yeast inh	6	9	1	29	26	5	8	21
APJ ag	-7	3	-3	4	-4	14	-5	0
APJ antag	36	-4	-2	2	19	-35	6	-3
TIM10 inh	6	8	11	20	19	13	19	-3
tim10-1 inh	-1	8	0	4	8	4	-6	15
tim23-1 inh	-8	20	13	35	25	-12	13	10
MIN6 prolif	0	-3	-2	-4	3	0	-2	5
MPTP block	2.4	1.1	-0.6	0.4	0.0	1.0	0.9	-2.7
NR3A LBD binder	1	0	0	-2	1	2	1	-2

25	CCn1nnc2cc(C(=O)Nc3cccc(S(=O)(=O)N(C)C)c3)ccc21
26	CCCNC(=O)C1CC(=O)N(c2ccc(OCC)cc2)C1 (stereo not drawn)
27	CS(=O)(=O)N(CC(=O)N1CCCC1)c1cccc(Cl)c1
28	COc1ccc(/C(C)=N/NC(=O)c2nc(C)cc(C)n2)cc1
29	COc1ccc(N=C2S/C(=C\c3ccc(N4CCOCC4)o3)C(=O)N2CCc2c[nH]c3ccccc23)cc1
30	FC(F)(F)c1ccc2c(c1)nc1n2CCCC1
31	COc1ccccc1CN1C2CCCC1CC(NC(=O)/C=C/c1ccccc1)C2 (stereo not drawn)
32	N#Cc1cc(-c2ccccc2)cnc1Cl
entry no.	25	26	27	28	29	30	31	32
NALP3 yeast inh	19	9	1	9	57*	7	17	8
APJ ag	-2	-1	-3	5	1	0	-4	-2
APJ antag	-4	-2	6	-2	10	1	-3	7
TIM10 inh	-6	-17	0	6	12	21	-25	-15
tim10-1 inh	14	4	9	7	2	12	1	16
tim23-1 inh	-1	17	-4	2	26	-4	6	-14
MIN6 prolif	-1	-1	0	-2	-4	-2	0	0
MPTP block	-2.5	0.0	0.1	-0.8	-1.8	-4.6	-1.9	0.5
NR3A LBD binder	0	-1	0	1	nt	0	0	-3

33	C=CCNC(=O)C1=NOC(CNC(=O)c2c(-c3ccccc3Cl)noc2C)C1 (stereo not drawn)
34	O=C(Nc1cccc(O)c1)N1CCOCC1
35	Cc1ccc(C)c(S(=O)(=O)Nc2nc(C)c(C(=O)Nc3ccccc3)s2)c1
36	CCOC(=O)c1cc2cc3ccccc3cc2oc1=O
37	O=C1c2ccccc2S(=O)(=O)N1CC(O)Cn1c2ccccc2c2ccccc21 (stereo not drawn)
38	Cc1nc2c(ccc3c([N+](=O)[O-])cccc32)c(C)c1C
39	CCC(=O)OCc1cc2cccc(C)c2[nH]c1=O
40	COc1ccc(OCCC(=O)OCc2c(C)noc2C)cc1
entry no.	33	34	35	36	37	38	39	40
NALP3 yeast inh	12	-2	4	10	-19	10	5	12
APJ ag	-4	-4	-2	-1	4	0	-5	1
APJ antag	-10	-18	-1	0	1	-13	-19	9
TIM10 inh	-5	1	4	16	79*	-15	-10	-1
tim10-1 inh	-8	-1	6	14	61*	-50	-11	8
tim23-1 inh	-14	0	3	9	84*	-6	-13	13
MIN6 prolif	0	-1	0	0	1	-2	0	0
MPTP block	-0.4	-2.0	-0.2	2.4	2.6	-2.0	-0.4	-0.8
NR3A LBD binder	-2	-2	-1	-2	-4	0	-3	2

41	CN1CCCN(C(=O)c2cccc(Cl)c2)CC1
42	Cc1cc(C(=O)N2CCc3ccccc32)n(-c2ccccc2)n1
43	CCOc1ccc(Oc2nc(NCC(C)C)nc(N(C)C)n2)nn1
44	C[C@H](NC(=O)[C@@H]1Cc2ccccc2CN1)C(=O)NC1CCCCC1
45	Clc1ccc2oc(-c3ccccc3)nc2c1
46	CCOc1ccc(C(=O)NCC(c2ccco2)N2CCc3ccccc3C2)cc1 (stereo not drawn)
47	CC(=O)Nc1ccc(OCC(O)Cn2cccn2)cc1 (stereo not drawn)
48	Nc1ncc(-c2nnnn2-c2ccc(Cl)cc2)c(-c2ccc(Cl)cc2)n1
entry no.	41	42	43	44	45	46	47	48
NALP3 yeast inh	6	-3	5	6	-13	17	4	-12
APJ ag	-4	-2	-1	9	-5	1	0	-3
APJ antag	10	7	6	12	12	17	4	15
TIM10 inh	-1	1	-2	7	7	15	-6	18
tim10-1 inh	5	15	6	-13	1	18	-12	12
tim23-1 inh	8	14	18	2	14	38	-3	17
MIN6 prolif	-1	2	4	-2	0	-3	-3	1
MPTP block	-1.1	-0.9	0.2	-0.1	-0.7	-2.0	0.8	0.3
NR3A LBD binder	1	0	1	-1	2	3	-1	1

10 structures from above, arranged by formula weight, rising.
45	Clc1ccc2oc(-c3ccccc3)nc2c1
39	CCC(=O)OCc1cc2cccc(C)c2[nH]c1=O
41	CN1CCCN(C(=O)c2cccc(Cl)c2)CC1
38	Cc1nc2c(ccc3c([N+](=O)[O-])cccc32)c(C)c1C
36	CCOC(=O)c1cc2cc3ccccc3cc2oc1=O
40	COc1ccc(OCCC(=O)OCc2c(C)noc2C)cc1
44	C[C@H](NC(=O)[C@@H]1Cc2ccccc2CN1)C(=O)NC1CCCCC1
43	CCOc1ccc(Oc2nc(NCC(C)C)nc(N(C)C)n2)nn1
46	CCOc1ccc(C(=O)NCC(c2ccco2)N2CCc3ccccc3C2)cc1 (stereo not drawn)
37	O=C1c2ccccc2S(=O)(=O)N1CC(O)Cn1c2ccccc2c2ccccc21 (stereo not drawn)
entry no.	45	39	41	38	36	40	44	43	46	37
NALP3 yeast inh	-13	5	6	10	10	12	6	5	17	-19
APJ ag	-5	-5	-4	0	-1	1	9	-1	1	4
APJ antag	12	-19	10	-13	0	9	12	6	17	1
TIM10 inh	7	-10	-1	-15	16	-1	7	-2	15	79*
tim10-1 inh	1	-11	5	-50	14	8	-13	6	18	61*
tim23-1 inh	14	-13	8	-6	9	13	2	18	38	84*
MIN6 prolif	0	0	-1	-2	0	0	-2	4	-3	1
MPTP block	-0.7	-0.4	-1.1	-2.0	2.4	-0.8	-0.1	0.2	-2.0	2.6
NR3A LBD binder	2	-3	1	0	-2	2	-1	1	3	-4

The results go on.
49	CCCc1cc(=O)[nH]c(SCC(=O)N(CCOC)c2c(N)n(Cc3ccccc3)c(=O)[nH]c2=O)n1
50	CCOC(=O)c1sc(-c2cccc(C(F)(F)F)c2)nc1O
51	CC(=O)Nc1ccc(S(=O)(=O)NC2(C(F)(F)F)NC(=O)N(C3CCCC3)C2=O)cc1 (stereo not drawn)
52	N#C/C(=C\c1ccc(Cl)cc1)C(=O)NC1CC1
53	OC(COCC1COc2ccccc2O1)CN1CCN(c2ccccc2)CC1 (stereo not drawn)
54	CCOc1ccc(NC(=O)CN(C)C(=O)c2ccc(NC3CC3)c([N+](=O)[O-])c2)cc1OCC
55	CCOc1ccc(OCCCC(=O)O)cc1
56	CCOc1ccc(NCC(=O)c2ccc(C)cc2)cc1
entry no.	49	50	51	52	53	54	55	56
NALP3 yeast inh	11	-3	-4	22	29	3	17	21
APJ ag	6	2	-2	0	1	5	-2	-2
APJ antag	18	14	6	-13	-7	12	13	6
TIM10 inh	-7	2	2	24	-22	0	-8	-1
tim10-1 inh	-13	3	5	34	14	10	2	11
tim23-1 inh	0	14	15	56*	10	9	12	7
MIN6 prolif	0	-2	1	1	-3	2	-1	-7
MPTP block	-3.0	2.6	-1.5	2.2	-0.3	-0.7	0.6	-2.7
NR3A LBD binder	2	1	-1	1	1	2	-3	-1

57	Cc1ccc(OCC(=O)Nc2ccc(S(=O)(=O)N3CCCC3)cc2)cc1
58	O=C(NCc1cccs1)C1CCCN(S(=O)(=O)c2cccs2)C1 (stereo not drawn)
59	O=C(NCc1ccc(F)cc1)C1CCC(CNc2c(N3CCOCC3)c(=O)c2=O)CC1 (stereo not drawn)
60	COCC(C)NC(=O)c1nn(Cc2ccccc2)c(=O)c2ccccc12 (stereo not drawn)
entry no.	57	58	59	60
NALP3 yeast inh	19	15	25	18
APJ ag	1	-1	-1	-2
APJ antag	11	15	-13	-14
TIM10 inh	36	4	-21	1
tim10-1 inh	18	-19	-3	0
tim23-1 inh	22	5	-8	4
MIN6 prolif	0	3	-4	8
MPTP block	-0.9	0.8	-0.1	-2.6
NR3A LBD binder	-1	0	1	4

Nos. 56 through 57 from above:
56	CCOc1ccc(NCC(=O)c2ccc(C)cc2)cc1
57	Cc1ccc(OCC(=O)Nc2ccc(S(=O)(=O)N3CCCC3)cc2)cc1
entry no.	56	57
NALP3 yeast inh	21	19
APJ ag	-2	1
APJ antag	6	11
TIM10 inh	-1	36
tim10-1 inh	11	18
tim23-1 inh	7	22
MIN6 prolif	-7	0
MPTP block	-2.7	-0.9
NR3A LBD binder	-1	-1

No enrichment for hits. Share with any hit: about 7.2%.
